Source: PubChem BioAssay (several laboratories)
rCAG binder: molecules binding r(CAG) RNA repeats | 1.3% of 370,000 active | inhibition, % at 3 µM | r(CAG) RNA repeat, TO-PRO-1 dye displacement fluorescence | AID 651821;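 active means inhibition above the plate cutoff, the mean of all test compounds on that plate plus 3 SD, cut at about 35% in these data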;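 further: 0% = DMSO alone and 100% = 100 µM mitoxantrone as full dye displacement; higher means more dye released from RNA so lower well fluorescence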
SMARCA2 act: increases SMARCA2 function in MMTV reporter cells; MG213 cells, MMTV-luciferase reporter, dexamethasone, overnight; activation, % at 9.1 µM; AID 652017; 1% of 370,000 active; in the data active means activation above about 7.8%;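 further: 0% = vehicle wells and 100% = reference activator wells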
PG9 binder: PG9 antibody binding by small molecule; TR-FRET gp120-PG9 antibody binding; inhibition, % at 6.7 µM; 0.43% of 360,000 active; in the data active means inhibition above about 8.5%
ASAP1 inh: ASAP1 ArfGAP inhibition | Q9ULH1 | inhibition, % at 16.5 µM | AID 624377 | ASAP1-stimulated ARF1 GTP hydrolysis, GDP FP detection | 0.19% of 360,000 active; in the data active means inhibition above about 25%;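 further: 0% = vehicle with enzyme and substrate and 100% = no enzyme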
Target sequence (Q9ULH1 325-724 limits assumed): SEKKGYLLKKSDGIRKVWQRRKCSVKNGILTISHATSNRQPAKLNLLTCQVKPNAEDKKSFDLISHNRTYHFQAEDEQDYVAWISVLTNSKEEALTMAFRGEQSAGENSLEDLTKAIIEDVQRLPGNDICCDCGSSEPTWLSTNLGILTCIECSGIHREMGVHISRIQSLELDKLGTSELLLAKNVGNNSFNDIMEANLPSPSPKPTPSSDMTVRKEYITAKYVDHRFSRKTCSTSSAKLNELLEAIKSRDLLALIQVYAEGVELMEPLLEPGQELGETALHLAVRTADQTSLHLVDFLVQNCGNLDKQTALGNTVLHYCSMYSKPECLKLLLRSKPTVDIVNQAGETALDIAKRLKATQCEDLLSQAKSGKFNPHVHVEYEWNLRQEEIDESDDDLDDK
ABHD4 inh: ABHD4 (mouse) inhibition, primary FP screen; Q8VD66; 0.54% of 370,000 active; purified mABHD4, FP-Rh probe fluorescence polarization; inhibition, % at 8.92 µM;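 active means inhibition exceeding the mean over every tested compound plus 3 SD, cut at about 30% in these data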;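 further: 0% = plate median of compound wells and 100% = S159A mutant with DMSO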
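System: mouse ABHD4 enzyme, wild type / Medium: HEPES pH 7.0, NaCl, Pluronic buffer / Reagent: FP-Rh activity-based fluorescent probe / Control set: S159A mutant high control, sample median low control / Detection: fluorescence polarization with parallel and perpendicular emission, 525/598 nm / Schedule: 45 min + 60 min at 25 °C / Compound dosing: 8.92 µM, single dose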
NPR2 activator: GC-B (human) receptor activation. P20594. HEK293-GC-B cells, CNP EC30, cGMP TR-FRET; 0% at EC30 CNP, 100% saturating CNP. activation, % at 10 µM. 0.11% of 370,000 active;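 active means activation at 10 µM reaching about 35% in either raw or pattern-adjusted values, limit read from the data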
ARFGAP1 inhibitor: rat ARFGAP1 inhibition | inhibition, % at 16.5 µM | Q62848 | Arfgap1-stimulated ARF1 GTP hydrolysis, GDP FP detection | 0.26% of 360,000 active;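 active means inhibition above a per-plate limit, mean inhibition of low control wells plus 3 SD, cut at about 25% in these data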;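 further: 0% = DMSO wells with enzyme and 100% = wells lacking Arfgap1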
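Assay system: Rat Arfgap1 GAP domain (His6, aa 1-136), purified enzyme | Buffer or medium: HEPES 25 mM pH 7.5, NaCl 150 mM, MgCl2, DTT | Schedule: GTP hydrolysis reaction 2 h at 25 °C | Signal: FP of antibody-bound GDP Alexa 633 tracer, ex 620/em 688 nm | Measure: Percent inhibition of Arfgap1-stimulated GTP hydrolysis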
HTRA1 inhibitor: HTRA1 (human) protease inhibition | Q92743 | recombinant HTRA1, FP-rhodamine activity-based probe, fluorescence polarization | inhibition, % at 5.96 µM | 0.5% of 340,000 active | AID 504803; in the data active means inhibition above about 36%;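 further: 0% = enzyme with DMSO and 100% = wells lacking enzyme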
Target sequence (Q92743 whole entry, looked up): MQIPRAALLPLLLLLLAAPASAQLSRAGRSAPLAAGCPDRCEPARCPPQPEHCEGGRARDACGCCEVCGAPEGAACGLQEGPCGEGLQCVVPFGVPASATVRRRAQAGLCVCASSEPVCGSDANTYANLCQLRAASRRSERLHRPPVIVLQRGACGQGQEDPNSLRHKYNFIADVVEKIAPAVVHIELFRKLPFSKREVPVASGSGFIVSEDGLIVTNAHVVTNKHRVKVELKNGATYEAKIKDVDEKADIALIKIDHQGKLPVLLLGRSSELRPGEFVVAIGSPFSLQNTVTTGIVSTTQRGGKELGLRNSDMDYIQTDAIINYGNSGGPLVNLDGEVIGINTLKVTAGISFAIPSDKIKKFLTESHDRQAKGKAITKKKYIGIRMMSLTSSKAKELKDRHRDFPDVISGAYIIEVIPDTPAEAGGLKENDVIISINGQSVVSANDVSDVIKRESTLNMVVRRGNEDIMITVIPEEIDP
GC-A act: GC-A (human) enzyme activation | P16066 | HEK293 GC-A cells, cGMP TR-FRET, EC30 ANP; 0% at EC30 ANP, 100% saturating ANP | activation, % at 10 µM | 0.14% of 370,000 active; in the data active means activation above about 40%
NR1D1 modulator: modulates human Rev-erb alpha binding to DNA | P20393 | 0.79% of 370,000 active | activity, % at 10 µM | AID 1259318 | Rev-erbα–FITC-DNA binding, fluorescence polarization, 90 min;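 active means activity above about 14%, limit read from the data; passing the limit was not always enough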;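 further: 0% = DMSO wells with 35 nM protein and 100% = DMSO wells with 750 nM protein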
Starred values were filed as active, the others as inactive; / = no result given; & = joins results of further samples.

SMILES	rCAG binder	SMARCA2 act	PG9 binder	ASAP1 inh	ABHD4 inh	NPR2 activator	ARFGAP1 inhibitor	HTRA1 inhibitor	GC-A act	NR1D1 modulator
CN1CCN(c2ccc(S(=O)(=O)N3CCCCC3)cc2NC(=O)c2ccc3ccccc3c2)CC1	1	4	-1.0	-5	-1	0	6	-41	-9	2
Cc1cccnc1NC1OC(=O)c2ccccc21 (centres undefined)	-4	-2	-1.1	12	0	3	-4	3	6	-1
CCCCN1C(=O)C(CC(=O)NC2CCCCC2)CC(C(=O)N2CCCCCC2)=C1C (centres undefined)	-3	-4	1.0	6	-1	5	-2	/	-2	-8
CC(=O)C1=C(O)CC(c2ccccc2)CC1=NCCc1c(C)[nH]c2ccccc12 (centres undefined)	2	-3	-0.3	5	1	-4	-3	2	-7	-3
COc1cc(/C=C/c2ccc(/C=C/c3cc(OC)c(OC)c(OC)c3)cc2)cc(OC)c1OC	7	-2	-1.8	-10	7	3	-10	-3	15	4
C=CCn1cccc(C(=O)Nc2ccc(OC)cc2OC)c1=O	-4	-1	0.5	1	1	-3	-7	4	-1	-8
O=C(NCCc1ccccc1)c1ccc(NS(=O)(=O)c2ccc3[nH]c(=O)[nH]c3c2)cc1	4	1	1.0	4	-9	-2	-3	-9	-1	1
COc1ccc(CCNC(=O)COC(=O)c2ccc(N3CCCC3=O)cc2)cc1	-3	-2	0.4	-1	2	-1	-10	6	-2	3
CC[C@@H](C)[C@H](NC(=O)Cc1c(C)c2c(cc(C)c3c(C)coc32)oc1=O)C(=O)O	27	-1	-0.3	-2	-6	3	-8	4	-1	8
Cc1ccnc2nc(C(=O)OCC(=O)N3CC(C)CC(C)C3)nn12 (centres undefined)	0	-2	-1.3	-13	2	-2	4	-1	5	-2

Ordered by the number under GC-A act (smallest number first): 6 of the compounds above
canonical_smiles	GC-A act
CN1CCN(c2ccc(S(=O)(=O)N3CCCCC3)cc2NC(=O)c2ccc3ccccc3c2)CC1	-9
CC(=O)C1=C(O)CC(c2ccccc2)CC1=NCCc1c(C)[nH]c2ccccc12 (centres undefined)	-7
CCCCN1C(=O)C(CC(=O)NC2CCCCC2)CC(C(=O)N2CCCCCC2)=C1C (centres undefined)	-2
C=CCn1cccc(C(=O)Nc2ccc(OC)cc2OC)c1=O	-1
Cc1ccnc2nc(C(=O)OCC(=O)N3CC(C)CC(C)C3)nn12 (centres undefined)	5
Cc1cccnc1NC1OC(=O)c2ccccc21 (centres undefined)	6

Ordered by heavy-atom count (descending): part of the list above.
SMILES	rCAG binder	SMARCA2 act	PG9 binder	ASAP1 inh	ABHD4 inh	NPR2 activator	ARFGAP1 inhibitor	HTRA1 inhibitor	GC-A act	NR1D1 modulator
CN1CCN(c2ccc(S(=O)(=O)N3CCCCC3)cc2NC(=O)c2ccc3ccccc3c2)CC1	1	4	-1.0	-5	-1	0	6	-41	-9	2
COc1cc(/C=C/c2ccc(/C=C/c3cc(OC)c(OC)c(OC)c3)cc2)cc(OC)c1OC	7	-2	-1.8	-10	7	3	-10	-3	15	4
O=C(NCCc1ccccc1)c1ccc(NS(=O)(=O)c2ccc3[nH]c(=O)[nH]c3c2)cc1	4	1	1.0	4	-9	-2	-3	-9	-1	1
CC(=O)C1=C(O)CC(c2ccccc2)CC1=NCCc1c(C)[nH]c2ccccc12 (centres undefined)	2	-3	-0.3	5	1	-4	-3	2	-7	-3

Additional structures
SMILES	rCAG binder	SMARCA2 act	PG9 binder	ASAP1 inh	ABHD4 inh	NPR2 activator	ARFGAP1 inhibitor	HTRA1 inhibitor	GC-A act	NR1D1 modulator
CCOC(=O)C1=CCC(c2ccc(C)cc2)N(S(=O)(=O)c2ccc(C)cc2)C1 (centres undefined)	7	-5	-0.7	15	-15	0	1	/	0	3
O=C(O)/C(=N/NC(=O)c1ccc(Cl)cc1)c1ccccc1	1	1	-2.6	-6	0	-1	-2	-3	6	-6
CCOC(=O)Cc1cc(=O)n2[nH]c(C(C)(C)C)cc2n1	-2	-1	-0.2	4	2	3	3	14	-2	7
N#CCSc1nc2ccccc2o1	-1	-3	0.4	-10	-8	-4	-7	7	-4	-5
CCOC(=O)N1CCN(C(=O)C[C@H]2C[C@@]3(C(=O)OC)C(=C[C@H](COCc4ccccc4)O[C@@H]3C)N(Cc3ccco3)C2=O)CC1	2	-2	/	/	-1	2	/	/	3	8
CC1Cc2nc(SCC(=O)NCc3ccco3)n(-c3ccccc3)c(=O)c2S1 (centres undefined)	10	-3	-0.3	-5	24	-5	-12	-3	-5	3
CCOC(=O)C1(C)CCCCN1C(=O)c1ccco1 (centres undefined)	4	-4	1.3	2	-3	4	-3	/	-1	-5
CCOc1ccccc1-n1nnnc1SCC(=O)N(C)C1CCS(=O)(=O)C1 (centres undefined)	2	2	1.7	8	4	9	1	5	0	1
O=C(Nc1cccc(C(=O)N2CCN(c3ccccc3)CC2)c1)c1ccco1	-3	3	-2.8	-12	1	-2	14	3	2	-2
CN(C)CCNc1nc(Oc2ccccc2)c2sccc2n1	5	-1	-0.6	-19	7	-2	-16	/	-4	-2
COc1ccc(NC(=O)CC2C(=O)NCCN2C(=O)c2ccc(N(C)C)cc2)cc1 (centres undefined)	-2	0	-1.7	-8	6	4	3	/	4	-2
CCOc1ccccc1NC(=O)c1cc(C(=O)c2cc(OC)ccc2O)coc1=N	11	-3	0.6	0	-4	-1	5	-10	1	3
O=C(Nc1ccc(Nc2ccccc2)cc1)c1c(F)c(F)c(F)c(F)c1F	5	-3	-1.9	12	-6	7	4	22	1	3
COc1ccccc1C(=O)OC1CCCN(C)C1 (centres undefined)	-3	-2	-0.9	-13	4	3	7	2	3	-4
O=C(c1ccc(=O)[nH]c1)N(Cc1cccs1)C1(C(=O)NC2CCCC2)CCCCC1	-6	-1	0.5	-4	3	-3	-2	3	-4	-1
COCCCn1c(=S)[nH]c(C)c(C)c1=O	-1	-2	0.6	1	0	2	-10	1	3	3
COc1ccc(NC(=O)CCCSc2nc(-c3ccco3)cc(C(F)(F)F)n2)cc1OC	12	-2	0.6	7	-13	-9	-3	-5	-7	-5
COc1cc(C(=O)N2CCC2(C)C(=O)NC(C)C)cc(OC)c1OC (centres undefined)	2	-2	-0.2	-7	1	-1	-2	/	4	-4
CC(C)(C)n1ncc2c(=O)n(CC(=O)N3CCCCC3)cnc21	-4	-3	1.2	3	2	1	15	0	-1	-1
Cc1cccc(NC(=S)NCC(c2ccccc2)N(C)C)c1 (centres undefined)	-7	1	-1.5	1	0	-1	10	2	-3	-4
CC(=O)c1nn(-c2cccc(Br)c2)cc1C(=O)c1cccc2ccccc12	1	-2	0.7	-4	-11	2	-3	-6	-6	-2
O=C(O)CCn1cc(/C=C/C(=O)c2ccc(Cl)cc2)c(-c2ccc(Br)cc2)n1	59*	1	-1.2	3	-33	-6	7	-47	2	0
CCNC(=S)N(CCc1c(C)[nH]c2ccc(Cl)cc12)Cc1ccco1	2	-3	0.4	11	-9	-7	21	-41	-20	2
CC(=O)NC(=S)Nc1ccc2oc(-c3cc(F)c(F)cc3Cl)nc2c1	7	-2	0.0	-5	-5	-3	4	-4	39	50*
Cc1ccccc1N1C(=O)CC(N2CCC(C(N)=O)CC2)C1=O (centres undefined)	-1	0	0.3	-2	6	-1	2	-3	0	-1
Cc1cc(=O)oc2cc(NC(=O)CCCC(=O)O)ccc12	-1	0	0.1	-11	0	8	9	0	-1	2
Cc1ccc(N=C2NC(=O)/C(=C\c3cccs3)S2)cc1C	9	1	-0.2	-1	-1	2	9	-18	3	-3
CC(=O)Nc1ccc(S(=O)(=O)N2CCN(C(=O)c3cccnc3)CC2)cc1	4	-1	-0.5	-9	3	6	14	-4	1	2
O=C(Cn1cnc2c(OCc3ccccc3)ncnc21)NCCCn1ccnc1	2	1	-2.8	4	2	-4	-5	0	-2	0
O=c1[nH]c2ccc(S(=O)(=O)N3CCCCC3)cc2[nH]1	-1	1	0.2	-8	1	-5	8	0	-4	5
COc1ccc(-c2nnnn2CCc2ccccc2)cc1	0	2	-0.9	5	-5	-4	14	-10	0	1
COc1ccccc1NC(=O)c1ccc(-c2ccccc2[N+](=O)[O-])o1	9	3	-0.1	10	-18	2	7	-41	-2	3
COc1c2ccoc2cc2oc(C)cc(=O)c12	1	1	1.0	2	2	-1	0	2	2	5
O=C1CC(/C=C/c2cccnc2)=Nc2ccccc2N1	6	-2	-2.5	-2	2	-2	4	2	-2	0
COc1ccc(CN2CCNC(=O)C2CC(=O)N(C)Cc2ccon2)c(OC)c1 (centres undefined)	1	0	-3.4	-7	5	0	-9	-3	5	0
CC(=O)Oc1c(C)c(C)c2c(c1C)CCC(C)(CCCC(C)CCCC(C)CCCC(C)C)O2 (centres undefined)	0	-6	-0.7	-10	-2	-4	8	2	2	3&4&-5
CC(=O)Nc1ccc(S(=O)(=O)/N=C2\SCCN2S(=O)(=O)c2ccc(NC(C)=O)cc2)cc1	8	1	3.0	6	2	3	6	-10	5	-1
Cc1nn(C)c(C(=O)Nc2ccc(Cn3cccn3)cc2)c1[N+](=O)[O-]	1	-2	-0.1	2	4	-2	-2	-3	5	-4
Cc1cc(C)c(S(=O)(=O)Nc2ccnc(-c3cccnc3)n2)c(C)c1	5	1	1.0	-7	1	3	5	4	2	-3
N=c1c2c(-c3ccccc3)c(-c3ccccc3)n(Cc3ccco3)c2ncn1CCCn1ccnc1	14	-2	-2.0	2	0	-27	15	-5	-28	-3
CC(/C=C/c1ccccc1)=N/NC(=O)c1cc([N+](=O)[O-])cc([N+](=O)[O-])c1	4	0	-0.5	-2	9	3	8	0	0	-4
O=C(CNC(=O)c1cccs1)OCC(=O)c1ccc2ccccc2c1	3	3	0.5	-5	-13	-3	11	-2	3	1
COc1ccc(NC(=O)Nc2c(C)n(C)n(-c3ccccc3)c2=O)c(OC)c1	-2	-2	-1.8	16	-3	-1	4	5	0	-3
CC(C)[C@H](NC(=O)C1CCN(S(=O)(=O)c2ccc(F)cc2)CC1)C(=O)NCc1ccco1	-1	2	-0.7	8	3	-2	3	3	1	5
